# Screens from PubChem.
# NOD2-RIPK2 inh = blocks binding of human NOD2 to RIPK2; CHO BLA complementation NOD2-RIPK2, CCF4 ratio; inhibition, % at 4.98 µM; 360,000 compounds, 0.38% hits; in the data active = inhibition above about 21%;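 note: 0% = vehicle only and 100% = reference blocker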
# SRC1 inh = human NCOA1 inhibition. Q15788. HEK293 GAL4-SRC1 luciferase reporter, luminescence. inhibition, % at 3.6 µM. 360,000 compounds, 0.12% hits. AID 588354;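 active = inhibition above the campaign mean plus 3 SD, with each screening campaign given its own cutoff, cut at about 60% in these data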;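 note: 0% = DMSO treated cells and 100% = gossypol at 36 µM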
# SRC3 inh = inhibitors of human steroid receptor coactivator 3 (SRC3). Q9Y6Q9. HEK293 GAL4-SRC3 luciferase reporter, luminescence. inhibition, % at 3.6 µM. 360,000 compounds, 0.17% hits. AID 588352;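 active = inhibition above a per-campaign cutoff, the mean of all compounds plus 3 SD, cut at about 60% in these data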;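 note: 0% = DMSO-treated cells and 100% = gossypol-treated cells at 36 µM; higher means less SRC3-driven luciferase light from the GAL4 reporter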
# Target sequence (Q9Y6Q9 whole entry, looked up, the tested form may be a part): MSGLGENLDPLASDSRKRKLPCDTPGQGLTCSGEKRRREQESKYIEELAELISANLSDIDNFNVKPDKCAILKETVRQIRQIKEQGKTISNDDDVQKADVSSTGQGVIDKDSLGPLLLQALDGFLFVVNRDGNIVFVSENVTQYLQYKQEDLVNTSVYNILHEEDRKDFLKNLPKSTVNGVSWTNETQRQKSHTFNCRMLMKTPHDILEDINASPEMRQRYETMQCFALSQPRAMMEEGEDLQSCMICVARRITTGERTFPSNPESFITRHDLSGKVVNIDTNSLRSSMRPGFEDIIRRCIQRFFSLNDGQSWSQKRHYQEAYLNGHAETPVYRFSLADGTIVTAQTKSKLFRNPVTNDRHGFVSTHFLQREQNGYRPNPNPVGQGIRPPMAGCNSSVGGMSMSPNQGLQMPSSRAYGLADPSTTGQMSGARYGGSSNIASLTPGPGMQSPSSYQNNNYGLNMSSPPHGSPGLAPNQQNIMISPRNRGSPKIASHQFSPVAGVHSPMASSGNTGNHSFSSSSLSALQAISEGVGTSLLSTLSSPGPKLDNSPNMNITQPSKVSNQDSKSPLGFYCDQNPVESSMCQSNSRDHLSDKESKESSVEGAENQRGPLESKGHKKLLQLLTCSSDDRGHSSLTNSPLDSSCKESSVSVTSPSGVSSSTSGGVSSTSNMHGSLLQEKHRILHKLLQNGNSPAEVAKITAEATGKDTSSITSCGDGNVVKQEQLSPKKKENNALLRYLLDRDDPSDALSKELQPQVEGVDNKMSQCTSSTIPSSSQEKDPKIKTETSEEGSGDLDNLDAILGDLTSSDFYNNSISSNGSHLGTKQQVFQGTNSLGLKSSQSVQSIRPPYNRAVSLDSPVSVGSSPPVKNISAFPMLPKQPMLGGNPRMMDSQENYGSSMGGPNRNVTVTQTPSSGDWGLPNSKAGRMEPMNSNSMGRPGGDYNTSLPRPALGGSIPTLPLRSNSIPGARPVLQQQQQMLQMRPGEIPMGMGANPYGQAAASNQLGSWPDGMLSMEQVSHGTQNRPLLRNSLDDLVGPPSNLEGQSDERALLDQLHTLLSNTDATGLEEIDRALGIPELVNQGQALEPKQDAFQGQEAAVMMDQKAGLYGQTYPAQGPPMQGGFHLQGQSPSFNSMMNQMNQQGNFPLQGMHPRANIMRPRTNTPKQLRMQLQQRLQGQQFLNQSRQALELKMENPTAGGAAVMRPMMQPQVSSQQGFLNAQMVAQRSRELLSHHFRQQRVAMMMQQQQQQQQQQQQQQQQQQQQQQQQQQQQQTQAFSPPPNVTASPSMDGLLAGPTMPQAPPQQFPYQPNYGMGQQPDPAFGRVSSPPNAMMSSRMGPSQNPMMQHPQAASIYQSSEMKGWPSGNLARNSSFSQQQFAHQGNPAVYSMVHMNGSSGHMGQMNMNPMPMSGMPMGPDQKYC
# TLR9-MyD88 block = inhibitors of human TLR9-MyD88 binding; inhibition, % at 4.98 µM; CHO BLA complementation TLR9-MyD88, CCF4 FRET ratio; Q9NR96+Q99836; 340,000 compounds, 0.21% hits;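 active = inhibition above the mean over all tested compounds plus 3 SD, cut at about 21% in these data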;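 note: 0% = DMSO only wells and 100% = clavulanate BLA inhibitor control wells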
# EBV LMP1 NFkB = reduces LMP1-driven NF-kappaB luciferase signal. LMP1-induced NF-kappaB luciferase reporter cells, luminescence. inhibition, % at 12.5 µM. 350,000 compounds, 0.69% hits; in the data active = inhibition above about 41%;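 note: 0% = neutral control wells and 100% = reference inhibitor control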
# LRH-1 inv ag = NR5A2 inverse agonism in reporter assay | HEK293T StAR-luciferase reporter, LRH-1 transfected, 24 h | inhibition, % at 3.6 µM | 360,000 compounds, 0.13% hits | AID 602396;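 active = inhibition above the mean inhibition of all tested compounds plus 3 SD, cut at about 73% in these data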;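 note: 0% = DMSO wells and 100% = reporter-only cells lacking LRH-1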
# SRC2 inh = human SRC2 (NCOA2) inhibition. HEK293 GAL4-SRC2 luciferase reporter, luminescence. inhibition, % at 9 µM. 370,000 compounds, 0.17% hits. Q15596;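 active = inhibition above the mean inhibition of all tested compounds plus 3 SD, set per campaign, cut at about 52% in these data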;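 note: 0% = DMSO treated cells and 100% = cells given Gossypol at 36 µM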
# TRAIL sens C8 = caspase-8 TRAIL sensitization | NB7+C8 cells + TRAIL, ATPlite viability luminescence | inhibition (viability loss, TRAIL sensitization), % at 10 µM | 360,000 compounds, 1% hits | AID 624354;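 active = compounds causing at least 50% loss of cell viability in the single-dose screen, relative to plate controls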
# NR2F2 inh = NR2F2 (human) inhibition, primary screen; HEK293T NGFI-A luciferase reporter, luminescence; inhibition, % at 8.6 µM; 370,000 compounds, 0.7% hits; AID 686940;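 active = inhibition above a per-plate cutoff, mean inhibition of test wells between control levels plus 3 SD, cut at about 38% in these data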;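 note: cells cotransfected with COUP-TFII expression vector driving the NGFI-A reporter; 0% = median of COUP-TF2 test wells and 100% = reporter-only cells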
# TWEAK Fn14 block = inhibitors of TWEAK-Fn14 interaction signaling; TWEAK-stimulated Fn14 reporter cells, luciferase luminescence, 8 h; inhibition, % at 10 µM; 360,000 compounds, 2% hits; AID 1159606; in the data active = inhibition above about 50%
# TROY NFkB inh = TROY signaling inhibition | 360,000 compounds, 0.98% hits | AID 1347056 | Q293 LMP1-TROYcd NF-kB luciferase reporter, 4 h | inhibition, % at 10 µM;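 active = compounds whose plate-normalised and pattern-corrected inhibition of the luciferase reporter signal at the single screening dose is 50% or more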
# Numbers without * were called inactive; x = no result given.
# Results follow in this order: NOD2-RIPK2 inh	SRC1 inh	SRC3 inh	TLR9-MyD88 block	EBV LMP1 NFkB	LRH-1 inv ag	SRC2 inh	TRAIL sens C8	NR2F2 inh	TWEAK Fn14 block	TROY NFkB inh
> Cc1ccc(S(=O)(=O)N2CCC(C(=O)Nc3ccc(S(=O)(=O)N4CCOCC4)cc3)CC2)cc1
 : 1.8	-3.0	17.3	1.9	3.2	8.8	41.0	24.4	14.2	8.7	9.8
> O=[N+]([O-])c1ccc(-c2n(-c3ccccn3)c3ccccc3[n+]2-c2ccccn2)cc1
 : -10.6	5.1	16.0	-5.0	-6.6	9.0	5.6	-9.7	2.1	3.8	-12.7
> CC(=O)NC(CC(=O)N1CCN(C(C)=O)CC1)c1ccccc1 (stereo unspecified)
 : -9.9	-10.9	2.2	5.7	-0.4	-11.5	-13.4	0.5	-4.3	-8.8	-0.5
> COc1ccccc1Oc1ccc(NC(=O)c2ccccc2C)cc1
 : -2.2	-14.9	-16.1	-5.4	1.0	-35.0	-5.4	-4.6	-2.8	-10.1	-35.2
> CCC1(c2ccc(F)cc2)NC(=O)N(CC(=O)N2CCN(S(=O)(=O)c3ccc(C)cc3)CC2)C1=O (stereo unspecified)
 : 3.4	1.7	-12.3	-11.1	-9.4	-4.6	-33.8	-12.9	5.4	4.2	-3.1
> COC(CN1C(=O)C(=O)/C(=C(/O)c2ccccc2)C1c1ccccn1)OC (stereo unspecified)
 : -3.3	5.4	-9.4	-2.4	4.6	8.6	18.1	0.7	-9.3	-0.5	-9.6
> Cc1cc(C(=O)Nn2cnnc2)ccc1[N+](=O)[O-]
 : -5.9	-3.2	-2.6	3.0	0.6	2.8	-32.0	-1.9	-1.2	4.1	5.6
> CC(=O)C1=C(C)NC2=C(C(=O)c3ccccc32)C1c1ccccc1 (stereo unspecified)
 : -10.7	5.2	4.1	-6.4	-1.3	-8.4	-0.8	-5.8	5.6	7.9	0.6
> Cn1cc(P(=S)(N2CCOCC2)N2CCOCC2)cc1P(=S)(N1CCOCC1)N1CCOCC1
 : -17.7	7.5	6.0	-2.3	1.9	0.3	6.9	0.4	16.9	1.8	-11.5
> COc1ccccc1N1CCN(c2nc3c(C)cccn3c(=O)c2C=O)CC1
 : 1.2	-1.2	-1.6	7.9	3.5	7.5	-4.0	-21.1	-9.3	-7.7	6.0
> COc1cccc(C(=O)Nc2nnc(S(=O)(=O)N(C)c3ccccc3)s2)c1
 : -10.4	4.5	9.4	6.3	-1.6	-8.8	0.6	0.7	9.7	14.5	-6.2
> CCOc1ccc(C(=O)CN2C(=O)NC3(CCCCCC3)C2=O)cc1
 : 1.8	-6.7	-10.6	-9.2	-17.2	-24.5	-42.6	-12.8	-17.5	-7.5	-26.9
> Nc1c(C(=O)CSc2nnc(N3CCOCC3)n2-c2cccc(F)c2)c(=O)[nH]c(=O)n1C1CC1
 : -11.8	0.7	25.6	0.0	-4.2	9.6	8.3	6.6	16.9	-5.3	-6.0
> O=C(/C=C/c1ccco1)NC1=NCCS1
 : -13.4	-104.9	-48.7	0.4	-14.8	-150.2	-47.3	0.0	-52.8	9.2	4.0
> N#CC1=C(N)Oc2cc(O)ccc2C1c1cccnc1 (stereo unspecified)
 : 2.7	3.6	-9.0	-2.8	9.1	-2.8	-20.9	-5.0	-11.4	7.7	-4.9
> C[C@@H](CSc1ccccc1)CN1CC[C@H](NC(=O)OCc2ccccc2)CCC1=O
 : 0.8	-10.5	32.2	-6.1	6.8	-10.1	4.1	-13.9	-0.3	-5.1	7.5
> CCOCc1c(C(=O)NC2CCCCCC2)oc2ccccc12
 : -8.1	-22.8	14.2	-0.4	-4.5	13.7	26.6	-2.2	13.1	-1.4	-22.1
> COC(=O)c1cc(C(=O)OC)cc(N2C(=O)CC(NNC(=O)c3ccccc3Cl)C2=O)c1 (stereo unspecified)
 : 8.6	-0.5	1.2	-4.5	2.6	-2.5	15.1	9.8	8.8	-0.1	12.4
> COc1ccccc1N(C)S(=O)(=O)c1ccc(C(=O)NC(C)c2ccccc2)cc1 (stereo unspecified)
 : -5.4	11.0	2.0	0.8	-4.1	-7.3	-28.0	-3.6	14.2	2.6	-13.1
> COC(=O)C[C@H]1C[C@H]2c3cc(NC(=O)Nc4ccc(F)cc4)ccc3O[C@H]2[C@@H](CO)O1
 : 2.9	6.6	1.4	-2.8	1.5	-10.1	15.7	13.1	-9.2	-2.7	-1.7
> COc1ccc(C(C(=O)NC(C)(C)C)n2c(=O)c(-c3cc4ccccc4[nH]3)nc3ccccc32)cc1 (stereo unspecified)
 : 41.0*	x	x	x	x	17.0	10.8	0.9	2.5	x	x
> Cc1ccc(-c2cnc(NCc3cc4c(cc3[N+](=O)[O-])OCO4)n2C)cc1C
 : -0.8	-2.2	-3.0	0.3	0.1	6.9	-18.0	-2.4	17.5	12.9	4.8
> Cc1csc(SCC(=O)c2c(N)n(C)c(=O)n(C)c2=O)n1
 : -7.9	-38.9	-1.9	0.3	-12.0	-30.7	-28.4	0.1	-12.6	-2.7	-37.9
> CSc1ccc(CN2CCC2(C)C(=O)NC2CCN(Cc3ccccc3)CC2)cc1 (stereo unspecified)
 : 10.2	-3.4	10.1	x	x	5.4	4.7	7.3	19.1	-9.2	-0.7
> Cc1cc(-c2csc(NC(=O)c3cc4ccccc4o3)n2)c(C)n1C
 : 3.5	-11.6	-1.9	-7.0	8.2	-9.1	-12.3	-1.6	-22.7	23.9	-12.3
> CN(C(=O)COC(=O)C1CCN(S(=O)(=O)c2cccs2)CC1)C1CCS(=O)(=O)C1 (stereo unspecified)
 : 8.2	2.7	-2.7	-3.6	-3.7	4.6	-5.9	-4.2	7.3	5.9	0.2
> CCC(=NCc1ccccc1)c1c(C(F)(F)F)[nH]n(-c2nc3ccccc3s2)c1=O
 : -9.7	-22.6	-29.1	6.2	5.2	-43.9	-21.4	4.8	-26.0	41.4	-63.4
> Cc1nn(C)c(NC(=O)c2ccccc2Cl)c1Cl
 : 3.7	-12.7	-14.8	-3.3	-2.5	1.1	11.9	-12.4	8.9	-6.5	6.2
> Cc1cccc(N(CC(=O)NC2CC3CCC2C3)S(=O)(=O)c2ccccc2)c1 (stereo unspecified)
 : -1.2	-8.2	0.9	-2.8	-5.9	13.1	-48.5	-8.0	-9.2	2.4	2.7
> c1ccc(Cn2nnc3c(N4CCOCC4)ncnc32)cc1
 : -6.4	1.2	-10.3	-1.6	-10.5	-10.9	-26.4	-1.1	15.9	-27.1	-7.0

# 3 compounds out of the list above, arranged by their value in SRC2 inh, largest number first:
molecule | SRC2 inh
CCOCc1c(C(=O)NC2CCCCCC2)oc2ccccc12 | 26.6
CSc1ccc(CN2CCC2(C)C(=O)NC2CCN(Cc3ccccc3)CC2)cc1 (stereo unspecified) | 4.7
Cc1cccc(N(CC(=O)NC2CC3CCC2C3)S(=O)(=O)c2ccccc2)c1 (stereo unspecified) | -48.5

# (continued)
# Results follow in this order: NOD2-RIPK2 inh	SRC1 inh	SRC3 inh	TLR9-MyD88 block	EBV LMP1 NFkB	LRH-1 inv ag	SRC2 inh	TRAIL sens C8	NR2F2 inh	TWEAK Fn14 block	TROY NFkB inh
> COc1ccccc1NC(=O)Cc1csc(NC(=S)Nc2ccccc2)n1
 : -0.8	-5.1	-0.2	-1.2	-6.2	4.6	-0.1	0.6	14.2	-23.8	-22.5
> CCS(=O)(=O)c1nc(S(=O)(=O)c2ccc(C)cc2)c(N2CCN(CCO)CC2)s1
 : -8.2	-5.0	4.9	-2.0	-6.1	15.2	-17.2	9.2	9.3	15.8	-6.2
> COc1ccc(-c2cc(-c3cccnc3)c(C#N)c(N)n2)cc1
 : 0.0	0.1	21.3	-8.2	7.8	2.8	7.9	7.2	11.9	-17.1	7.2
> CC(O)C(=O)NCCOCCOCCNC(=O)C(C)O (stereo unspecified)
 : 5.5	5.5	-33.6	-4.1	2.7	-5.0	11.2	-8.4	9.1	2.8	-12.7
> Cc1cnc(C(=O)Nc2ccc(-n3cnnn3)cc2)cn1
 : -0.8	-5.6	13.1	-1.0	-1.6	12.5	7.3	-5.2	-0.3	-16.6	-3.1
> Nc1nc(-c2cccc(Br)c2)cs1
 : -9.0	-12.0	-9.9	-2.6	-3.8	-39.6	-35.9	11.6	-21.3	5.8	-29.2
> O=C(Cc1ccccc1)NNC(=O)c1cnccn1
 : -17.3	-2.7	16.1	-12.2	-3.1	13.0	-12.2	0.8	-0.1	-0.9	5.7
> O=C(Nc1ccccc1F)Nc1cccnc1Cl
 : -0.9	-52.0	-4.4	-9.9	6.7	-22.1	-40.6	8.2	1.2	-24.8	-16.5
> FC(F)(F)c1cccc(-c2nnc3ccc(C(F)(F)F)cn23)c1
 : -0.9	4.3	-7.4	-0.6	-11.5	19.7	5.3	-14.7	2.8	17.3	10.9
> CCCn1c(N)c(N(CCOC)C(=O)c2ccc(-c3ccc(Cl)cc3)o2)c(=O)[nH]c1=O
 : 3.8	-12.9	-0.6	2.1	-2.2	1.3	-20.6	-6.7	-1.2	3.0	-4.9
> C/C(=N\N=C(N)N)c1ccc(Cl)cc1Cl
 : 15.5	19.1	13.5	0.0	-2.2	-17.3	7.8	9.0	-2.5	5.1	12.3
> Cc1cccc(-c2nc3cc([N+](=O)[O-])ccc3o2)c1
 : -10.4	-28.5	-32.8	-6.4	-20.5	-18.4	-42.4	18.7	-12.1	-5.1	-53.5
> CN1CC(=O)N/C1=N\C(=O)Nc1ccc(O)cc1
 : 5.6	-12.7	1.6	0.8	5.1	22.9	14.4	7.3	-10.1	10.3	-10.5
> CC1CCCN(C(=O)c2cc(S(=O)(=O)N3CCCCC3)c[nH]2)C1 (stereo unspecified)
 : 2.1	13.2	-8.8	-3.4	0.0	-8.8	12.6	-4.2	-1.9	18.5	4.8
> CC(C)CCNC(=O)C1C2C=CC3(CN(Cc4ccccc4Cl)C(=O)C13)O2 (stereo unspecified)
 : 2.0	-10.3	2.8	-4.1	-18.9	8.8	-39.2	8.8	5.9	-8.3	-1.0
> CC(C)(CN1CCN(Cc2ccccc2)CC1)NS(=O)(=O)c1ccc(Cl)cc1
 : -2.9	4.5	7.9	4.4	9.3	-2.7	-0.7	8.3	15.3	8.7	0.8
> COCC(=O)Nc1nc2n(n1)C(c1ccccc1Cl)CC(c1ccc(OC)cc1)N2 (stereo unspecified)
 : 7.2	-7.8	4.2	9.8	-4.0	-4.8	4.6	-8.6	5.0	1.8	-13.3
> CC(=O)OC1CC(n2ccc(NC(=O)c3ccccc3)nc2=O)OC1CO (stereo unspecified)
 : -11.0	-4.8	11.8	-10.6	9.3	-0.1	-3.7	-20.6	-0.7	7.6	13.2
> COc1ccccc1N1CCN(C(c2ccc(Cl)cc2)c2nnnn2C(C)(C)C)CC1 (stereo unspecified)
 : -2.9	-2.8	-3.4	4.8	4.1	5.2	3.8	9.7	-8.2	-12.1	-8.9
> CCN(CC)c1nc(-c2ccccc2)nc2ccccc12
 : 3.1	9.7	-5.7	-3.8	4.1	2.9	-17.4	-19.4	-0.7	1.0	-3.3
> CCCCNS(=O)(=O)c1ccc(OC)c(C)c1
 : -10.4	-6.9	-0.7	-0.8	-2.4	7.2	-0.2	-14.1	8.2	46.3	-7.1
> COCCCNC(=S)NNC(=S)Nc1ccc(F)cc1F
 : 9.4	-69.3	-33.9	-7.4	1.9	-78.4	-61.6	10.9	-19.1	-9.7	-26.9
> O=C1NC(=O)C2(CCCc3ccc([N+](=O)[O-])cc32)N1 (stereo unspecified)
 : -1.2	-4.0	-4.8	4.5	1.7	1.6	0.1	-8.3	-3.6	9.7	-5.6

# Not all compounds are listed (hit frequency here may not be typical).
